Source: PubChem BioAssay
HMGR II inh = inhibitors of class II HMG-CoA reductase from Enterococcus faecalis. purified E. faecalis HMGR, NADPH absorbance 340 nm kinetic. inhibition, % at 10 µM. 190,000 compounds, 0.41% hits. AID 1066;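 active = inhibition above a set limit, the median over all tested compounds plus 3 SD, cut at about 9.5% in these data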;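 note: enzyme runs in reverse so mevalonate oxidation gives rising NADPH absorbance; 0% = complete reaction with DMSO and 100% = background rate lacking mevalonate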
PMI act satM6P = PMI (human) activation, high substrate. P34949. coupled PMI enzyme assay, resazurin fluorescence, 20 min; stronger effect = higher value; 1 = untreated enzyme, 0 = substrate-free blank. activation factor at 20 µM. 190,000 compounds, 0.34% hits;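 active = activation factor of 2 or more at 20 µM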
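test system = human PMI in coupled enzyme assay | medium = HEPES-buffered pH 7.4 with magnesium and detergent | also added = 1.0 mM mannose-6-phosphate substrate with 0.22 mM NADP+ | compound = 20 µM single dose | times = 20 min incubation at room temperature | measured by = resorufin fluorescence (Ex 544/Em 590 nm) from resazurin via diaphorase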
TNAP act hiacc = increases human TNAP activity under high phosphate acceptor concentration; P05186; purified TNAP, CDP-star luminescence, 1 M DEA, 30 min; stronger effect = higher value; 0 = EDTA background, 1 = DMSO-only activity; activation factor at 20 µM; 200,000 tested, under 10 active; AID 1136;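 active = activation factor at least 2 at 20 µM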
Target sequence (P05186 whole entry, looked up): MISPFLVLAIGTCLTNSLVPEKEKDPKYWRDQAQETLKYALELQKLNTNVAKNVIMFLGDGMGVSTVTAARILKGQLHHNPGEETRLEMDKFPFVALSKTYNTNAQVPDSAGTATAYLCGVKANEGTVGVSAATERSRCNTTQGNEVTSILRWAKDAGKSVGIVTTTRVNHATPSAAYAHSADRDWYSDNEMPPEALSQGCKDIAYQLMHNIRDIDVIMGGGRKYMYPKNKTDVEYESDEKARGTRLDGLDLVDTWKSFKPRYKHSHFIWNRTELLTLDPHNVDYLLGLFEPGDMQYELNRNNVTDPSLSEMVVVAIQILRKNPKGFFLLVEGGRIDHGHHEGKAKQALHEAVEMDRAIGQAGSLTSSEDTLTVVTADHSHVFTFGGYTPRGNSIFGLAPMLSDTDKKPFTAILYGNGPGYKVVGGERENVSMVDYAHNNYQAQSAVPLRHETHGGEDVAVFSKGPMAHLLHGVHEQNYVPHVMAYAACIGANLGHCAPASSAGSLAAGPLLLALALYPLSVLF
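Measured by: Luminescent substrate turnover signal | Test system: Human TNAP | Input: TNAP 1/800 final | Dosing: 20 µM single point | Schedule: 30 min, room temperature | Controls: EDTA wells as negative control, DMSO wells as positive control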
Diaphorase act = activates diaphorase or chemically reduces, flagging diaphorase assay artifacts. Diaphorase/resazurin coupled assay, resorufin fluorescence, 16 min; stronger effect = higher value; 1 = vehicle wells, 0 = NADH-free wells. 190,000 compounds, 0.005% hits. AID 1229. activation factor at 20 µM;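 active = diaphorase activity raised at least twofold by the compound at 20 µM; inactive = activation factor below 2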
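Material: Clostridium kluyveri diaphorase, purified enzyme; Quantity: enzyme 0.07 U/mL final; Medium: HEPES pH 7.4 buffer with MgCl2 and Tween 20; Dosing: single compound dose of 20 µM, 1% DMSO final; Schedule: 16 min reaction at room temperature; Measured by: red resorufin fluorescence at 544/590 nm excitation/emission.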
PMI act = increases human mannose-6-phosphate isomerase activity | 190,000 compounds, 0.005% hits | purified human PMI, coupled resazurin fluorescence, 20 min; stronger effect = higher value; 1 = vehicle control, 0 substrate-free wells | AID 1214 | P34949 | activation factor at 20 µM;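 active = activation factor of 2 or more at 20 µM, relative to plate controls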
Diaph inh CS = inhibits diaphorase or chemically oxidizes, flagging diaphorase assay artifacts. diaphorase resazurin-to-resorufin fluorescence, NADH, 16 min; bacterial (C. kluyveri) enzyme, not human. 190,000 compounds, 0.69% hits. inhibition, % at 20 µM;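 active = primary screen inhibition at 20 µM above a set limit, cut at about 50% in these data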;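 note: plate controls were DMSO with full reaction for no effect and wells lacking NADH for full effect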
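Detection: fluorescence of resorufin formed from resazurin, Ex 544/Em 590 nm; test system: Clostridium kluyveri diaphorase enzyme; amount: 0.14 U/mL diaphorase, enzyme working solution; times: 16-min room-temperature incubation before reading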
G6PDH counter = inhibits Leuconostoc G6PDH, flagging false hits in G6PDH-based assays | inhibition, % at 5 µM | 200,000 compounds, 0.12% hits | Purified L. mesenteroides G6PDH, diaphorase/resazurin coupled fluorescence, 45 min; in the data active = inhibition above about 50%
TNAP inh hi DEA = blocks human TNAP under high phosphate acceptor concentration | purified TNAP, CDP-star luminescence, 1 M DEA | inhibition, % at 20 µM | 200,000 compounds, 0.03% hits | P05186;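 active = over 50% inhibition of tissue-nonspecific alkaline phosphatase at 20 µM in the single-dose screen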;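 note: plate controls were DMSO wells for no effect and EDTA-quenched wells as full inhibition for full effect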
FLuc act counter = affects firefly luciferase, flagging false hits in luciferase stimulation screens; 200,000 tested, under 10 active; P08659; activation factor at 10 µM; ATPlite luciferase biochemical, luminescence, 10 min; 0 = ATP-free wells, 1 = DMSO control;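 active = luciferase activation factor, scaled between plate controls, of at least 2 with compound at 10 µM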
Target sequence (P08659 whole entry, looked up): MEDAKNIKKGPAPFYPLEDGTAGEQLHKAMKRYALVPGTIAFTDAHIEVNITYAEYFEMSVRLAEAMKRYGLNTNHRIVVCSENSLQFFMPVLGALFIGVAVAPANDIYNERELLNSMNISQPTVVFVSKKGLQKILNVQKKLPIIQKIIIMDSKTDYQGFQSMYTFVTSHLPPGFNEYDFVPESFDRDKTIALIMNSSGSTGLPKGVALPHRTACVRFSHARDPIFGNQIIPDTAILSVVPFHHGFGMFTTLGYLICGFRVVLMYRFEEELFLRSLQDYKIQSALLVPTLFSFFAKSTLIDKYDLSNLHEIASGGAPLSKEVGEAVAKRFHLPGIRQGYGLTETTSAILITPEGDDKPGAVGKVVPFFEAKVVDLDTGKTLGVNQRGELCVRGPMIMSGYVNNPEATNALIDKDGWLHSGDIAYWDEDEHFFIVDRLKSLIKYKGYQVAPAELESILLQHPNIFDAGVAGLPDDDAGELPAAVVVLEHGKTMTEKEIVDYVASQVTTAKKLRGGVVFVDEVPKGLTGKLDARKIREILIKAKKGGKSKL
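Assay system – cell-free luciferase reagent · Medium – PBS-based ATP solution · Dosing – test compounds dosed from 2 mM stocks in 100% DMSO · Timing – 10 min, room temperature · Technique – light output (luminescence) · Measure – luminescence gain marking luciferase activators · Controls – No-ATP low control, compound-free enzyme-plus-ATP high control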
TNAP inh noacc = TNAP (human) inhibition, acceptor-free conditions. purified TNAP, CDP-star luminescence, 30 min. 200,000 compounds, 0.26% hits. inhibition, % at 20 µM. AID 1012;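 active = tissue-nonspecific alkaline phosphatase inhibition above about 50% at 20 µM in the single-dose screen, limit read from the data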;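 note: 0% = DMSO negative control and 100% = EDTA positive control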
Starred values were filed as active, the others as inactive; . = not tested or not shown.

SMILES | HMGR II inh | PMI act satM6P | TNAP act hiacc | Diaphorase act | PMI act | Diaph inh CS | G6PDH counter | TNAP inh hi DEA | FLuc act counter | TNAP inh noacc
COc1cc(C(=O)Nc2ccc(S(=O)(=O)Nc3cc(C)on3)cc2)cc(OC)c1OC | -2 | 1.1 | 1.1 | 0.9 | 1.2 | 8 | 5 | -8 | 1.1 | -16
O=C(CCCOc1ccc(Cl)cc1Cl)NNC(=O)C1CCC1 | -5 | 1 | 1 | 0.9 | 1 | 8 | 4 | 2 | 1 | -31
Cc1c(Cl)cccc1NC(=S)N(Cc1ccccc1)Cc1cccnc1 | -6 | 1.1 | 1 | 1 | 1 | -4 | 0 | -4 | 1.1 | -14
C=CCn1c(SCc2cc(=O)n3cc(C)ccc3n2)nnc1-c1ccc(F)cc1 | -4 | 0.9 | 1 | 0.9 | 0.9 | 11 | 4 | -1 | 1 | -13
COc1ccc(S(=O)(=O)N(C)CC(=O)Nc2ccc(F)cc2)cc1 | 0 | 1 | 1 | 1 | 0.9 | 0 | 1 | -3 | 1 | -6
Cn1cnc2ccc([N+](=O)[O-])cc2c1=O | -9 | 1.1 | 1 | 1.1 | 1.1 | -8 | -3 | 0 | 0.9 | -3
O=C(CSc1ccccn1)Nc1ccccc1F | -4 | 1 | 1.1 | 0.9 | 1.1 | 10 | 8 | -7 | 1.1 | -8
COCCCNC(=O)CNC(=O)c1cn(-c2ccccc2OC)c(=O)c2ccccc12 | -2 | 1.1 | 1 | 1 | 1.1 | 2 | -4 | -3 | 1 | -12
CC(C)C(=O)Nc1cccc(C(=O)NCCc2ccc(S(N)(=O)=O)cc2)c1 | 0 | 1 | 1 | 0.9 | 1 | 8 | 2 | -3 | 1.1 | 0
COc1ccc(C(C)(C)C)cc1S(=O)(=O)n1ccnc1C | 1 | 1 | 1 | 1 | 1 | 4 | 1 | -3 | 1 | -9
Cc1cc(C(=O)CSc2nc(N)cc(N)n2)c(C)n1-c1cccc(F)c1 | -1 | 1 | 1 | 0.8 | 0.9 | 17 | -1 | -3 | 0.9 | -5
O=C([C@H](O)c1ccccc1)N1CCC[C@H]1CO | -1 | 1.1 | 1 | 1 | 1 | 4 | -3 | 0 | 1.1 | -4
CC1CCN(CCNC(=O)CCS(=O)(=O)c2ccc(Br)cc2)CC1 | -5 | 0.9 | 1 | 0.9 | 0.9 | 6 | 18 | 2 | 1 | -4
CC1CCN(c2cc(N(C)CCO)c([N+](=O)[O-])c3nonc23)CC1 | -3 | 0.5 | 0.7 | 0.7 | 0.8 | 29 | 14 | 27 | 1 | 18
COc1ccc(Cl)cc1NC(=O)CCc1nc(-c2ccccc2F)no1 | -1 | 1 | 1.1 | 0.8 | 1 | 21 | 6 | -5 | 1.1 | -1
Cc1cccc(-n2c(-c3csc(C(C)C)c3)n[nH]c2=S)c1 | -1 | 0.9 | 1 | 0.7 | 0.8 | 27 | 2 | 0 | 1.1 | 1
COc1ccc(-n2cc(-c3ccc(C)cc3)[n+]3c2SCC3)cc1 | -1 | 0.9 | 1.1 | 0.9 | 0.9 | 9 | -17 | -6 | 1.1 | -19
Cc1ccc(-c2nnc3sc(C4COc5ccccc5O4)nn23)cc1 (configuration not stated) | -2 | 1 | 1 | 0.8 | 1 | 18 | -2 | 0 | 1 | -5
COc1ccc(CCNC2CC(=O)N(C3CCCCC3)C2=O)cc1OC (configuration not stated) | -6 | 1 | 1 | 0.9 | 1 | 14 | 7 | -4 | 1 | -23
Cc1ccc(-c2nc3cc(NC(=O)C(C)C)ccc3o2)cc1 | -4 | 0.9 | 1.1 | 1 | 0.8 | 1 | 24 | -5 | 0.6 | -8
O=C(Nc1cccc(C(=O)N2CCCC2)c1)c1ccccc1 | 3 | 0.9 | 1.1 | 0.8 | 0.9 | 24 | -13 | -6 | 1.1 | -15
Nc1nnc(SCC(=O)OCc2ccc(Cl)c(Cl)c2)s1 | -5 | 0.9 | 1 | 0.9 | 0.9 | 13 | 3 | -1 | 1 | -9
Cn1cc(C(=O)c2cccc(Cl)c2Cl)cc1C(=O)O | 1 | 1 | 1 | 0.9 | 1 | 10 | 0 | -4 | 1.1 | -14
CCOC(=O)CSc1nnc(CNC(=O)c2ccc(S(=O)(=O)N3CCCCC3)cc2)n1C | -4 | 1.1 | 1.1 | 1 | 1 | 0 | 10 | -7 | 1 | -16
O=C(/C=C/c1ccccc1)NC(=S)N1CCSCC1 | 0 | 1 | 1.1 | 0.9 | 1 | 14 | 9 | -6 | 1.1 | -9
CNC(=S)N(Cc1ccc(OC)cc1)C1CC(=O)N(c2ccc(C(=O)OC)cc2)C1=O (configuration not stated) | -5 | 0.8 | 1 | 0.7 | 0.8 | 32 | 9 | 2 | 1 | -4
COc1ccc(N2CCN(C(=O)CCCN3C(=O)c4cccc5cccc(c45)C3=O)CC2)cc1 | -4 | 1.1 | 1 | 1 | 0.9 | 2 | -3 | 4 | 0.9 | 2
O=C1N/C(=N\c2ccccn2)SC1Cc1ccc(Cl)cc1 (configuration not stated) | 1 | . | 1.1 | . | . | . | 10 | -5 | 1.1 | -10
c1ccc(-c2noc(CCC3CCCC3)n2)cc1 | -5 | 1.1 | 1.1 | 0.9 | 1 | 11 | 0 | -6 | 0.9 | -20
CCC1Sc2ccccc2N(CC(=O)NCc2ccccc2OC)C1=O (configuration not stated) | 5 | 1 | 1.1 | 0.8 | 0.9 | 16 | 0 | -8 | 1.1 | -12
CCOC(=O)c1ccc(S(=O)(=O)Nc2cc(C(C)(C)C)no2)cc1 | 1 | 1 | 1 | 1 | 1 | 2 | -7 | -2 | 1.1 | -3
COC(=O)CN1C(=O)N(c2ccccc2)C(N(O)C(=O)Nc2ccccc2)C1(C)C (configuration not stated) | -6 | 1 | 1 | 0.9 | 1.1 | 8 | 4 | -2 | 1 | -8
CCOC(=O)c1ccccc1NC(=O)c1cn(-c2ccc(OC)cc2)c(=O)c2ccccc12 | -3 | 0.8 | 1 | 0.8 | 0.8 | 23 | -1 | -1 | 1 | 1
NN/C(=C\[N+](=O)[O-])Nc1ccccc1 | -4 | 2.6* | 1 | 0.9 | 1.7 | 6 | -7 | 1 | 1 | -2
Cc1ccc(C(=O)OCC(=O)Nc2ccccc2)cc1NC(=O)c1ccco1 | 0 | 1 | 1 | 0.8 | 1 | 16 | 10 | -5 | 1 | -10
CN(C)c1nc(SCC(=O)Nc2ccccc2)nc(N2CCOCC2)n1 | 0 | 1.1 | 1 | 1.1 | 1.1 | -12 | -6 | 0 | 0.9 | -9
COc1cc2sc(C)nc2c2sccc12 | -4 | 0.7 | 1.1 | 0.7 | 0.9 | 26 | 0 | -10 | 1 | -19
CCN(CC(=O)NCc1ccc(F)cc1)C(=O)COc1ccc(C)c(C)c1 | -1 | 1 | 1.1 | 0.9 | 1 | 11 | -4 | -6 | 1 | -12
O=C(OC(c1ccccc1)c1nccc2ccccc12)c1cc([N+](=O)[O-])cc([N+](=O)[O-])c1 (configuration not stated) | 4 | 1 | 1 | 0.9 | 0.8 | 10 | -21 | 4 | 1 | -6
O=C(CCNc1cc(Cl)cc(Cl)c1)c1ccco1 | 1 | 0.9 | 1 | 0.9 | 0.8 | 7 | 3 | 0 | 0.9 | -1
COc1ccc(C(=O)Nc2nc(-c3cccs3)c(NC(C)=O)s2)cc1 | 0 | 0.9 | 1 | 0.9 | 0.9 | 11 | 3 | 0 | 1 | -5
CCOC(=O)C1(Cc2ccc(OC)cc2)CCN(C(=O)c2cccc3nccnc23)CC1 | -3 | 1 | 1 | 1 | 1 | -5 | 5 | -4 | 1 | -6
O=C(CSc1nc2c([nH]c3ccccc32)c(=O)n1-c1cccc(Cl)c1)N1CCOCC1 | -5 | 1 | 1.1 | 0.8 | 1 | 20 | 0 | -6 | 1.1 | -11
O=c1ccsn1Cc1ccccc1 | -3 | 1.1 | 1.1 | 0.8 | 1 | 16 | 4 | -5 | 1 | -14
Cc1noc(/C=C/N(C)C)c1S(=O)(=O)N1CCc2ccccc21 | -3 | 0.7 | 1 | 0.7 | 0.8 | 26 | 17 | -3 | 1 | -12

Record cards, as listed above.
NN/C(=C\[N+](=O)[O-])Nc1ccccc1 is entered as HMGR II inh = -4; PMI act satM6P = 2.6*; TNAP act hiacc = 1; Diaphorase act = 0.9; PMI act = 1.7; Diaph inh CS = 6; G6PDH counter = -7; TNAP inh hi DEA = 1; FLuc act counter = 1; TNAP inh noacc = -2
O=c1ccsn1Cc1ccccc1 is entered as HMGR II inh = -3; PMI act satM6P = 1.1; TNAP act hiacc = 1.1; Diaphorase act = 0.8; PMI act = 1; Diaph inh CS = 16; G6PDH counter = 4; TNAP inh hi DEA = -5; FLuc act counter = 1; TNAP inh noacc = -14

Going on with the list.
SMILES | HMGR II inh | PMI act satM6P | TNAP act hiacc | Diaphorase act | PMI act | Diaph inh CS | G6PDH counter | TNAP inh hi DEA | FLuc act counter | TNAP inh noacc
CCC(C)[C@H](NC(=O)CCn1nnc2ccccc2c1=O)C(=O)O (some centres not stated) | 3 | 1 | 1 | 0.9 | 1 | 6 | 6 | -1 | 1 | -5
C=CCNC(=O)N1CCCC(C(=O)c2cccc(Cl)c2)C1 (configuration not stated) | -4 | 1.1 | 1 | 0.9 | 1 | 8 | -1 | -3 | 1 | -6
CCCC1C(C(=O)OCC)=C(C)NC(C)=C1C(=O)OCC | 1 | 1 | 1 | 1 | 0.9 | -1 | 5 | -4 | 1 | -13
O=C(CN1CCN(c2ccccc2)CC1)Nc1ccc2c(c1)OCCO2 | 2 | 1 | 1 | 0.9 | 1 | 9 | 3 | -5 | 1.1 | -7
CS/C(=C\[N+](=O)[O-])Nc1ccccc1 | -6 | 1 | 1.1 | 0.9 | 0.9 | 14 | 6 | -8 | 1.1 | -9
O=C(Nc1ccc(NC(=O)c2cccs2)c(Cl)c1)c1ccco1 | -1 | 1 | 1.1 | 1 | 1 | 3 | 4 | -5 | 1.1 | -8
Cc1cc(NC(=O)CCCC(=O)N(CC(=O)NCCc2ccccc2)Cc2ccc(F)cc2)no1 | 0 | 0.9 | 1.1 | 0.8 | 1 | 20 | 9 | -8 | 1.1 | -7
CC(C)CC(=O)Nc1cccc(-c2cn3ccsc3n2)c1 | -4 | 1 | 1 | 0.8 | 0.9 | 21 | -3 | -2 | 0.5 | -13

An unsorted share of the library. Share with any hit: about 1.7%.
